Assay outcomes: PubChem BioAssay, National Center for Advancing Translational Sciences (NCATS)
TRb-SRC2 inh: inhibitors of human thyroid hormone receptor beta-SRC2 interaction; 280,000 compounds, 0.065% hits; TRbeta-SRC2 peptide binding, fluorescence polarization; receptor liganded with 1 µM T3; Potency, µM (top dose mostly 106 µM), for inactives: at the top dose activity change, negative = inhibition, usual class: inhibitors; P10828; AID 1469;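 further: plate controls were bound peptide for no effect and peptide without receptor for full effect; nearly all actives have a fitted effect of over 50% in size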
Target sequence (P10828 whole entry, looked up): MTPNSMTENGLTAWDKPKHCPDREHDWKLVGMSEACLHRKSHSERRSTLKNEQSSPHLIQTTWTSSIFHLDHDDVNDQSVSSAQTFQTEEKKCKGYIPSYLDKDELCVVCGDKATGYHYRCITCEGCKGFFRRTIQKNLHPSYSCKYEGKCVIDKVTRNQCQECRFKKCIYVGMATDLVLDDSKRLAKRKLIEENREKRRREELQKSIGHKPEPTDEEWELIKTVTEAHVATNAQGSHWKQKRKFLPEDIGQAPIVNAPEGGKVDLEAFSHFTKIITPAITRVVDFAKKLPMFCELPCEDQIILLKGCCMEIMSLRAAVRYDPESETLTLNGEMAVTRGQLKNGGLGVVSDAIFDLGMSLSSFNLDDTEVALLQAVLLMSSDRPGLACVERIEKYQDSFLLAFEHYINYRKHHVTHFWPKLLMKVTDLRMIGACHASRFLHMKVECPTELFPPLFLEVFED
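Quantitative HTS by FP: 0.6 uM TRb LBD, 20 nM labeled SRC2 20-mer, 1 uM T3, 5% DMSO; 5 hr ambient incubation; % activity per concentration and potencies from concentration series.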
GLA spleen mod: alpha-galactosidase A (human) modulation; Potency, µM (series often up to 80 µM), for the others: at the top dose activity change, negative = inhibition, hits mostly inhibitors; human spleen homogenate, 4MU-alpha-Gal fluorescence, 40 min; 240,000 compounds, 0.008% hits;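 further: 0% = enzyme with vehicle and -100% = no enzyme basal signal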
Target sequence (P06280 32-429 limits assumed): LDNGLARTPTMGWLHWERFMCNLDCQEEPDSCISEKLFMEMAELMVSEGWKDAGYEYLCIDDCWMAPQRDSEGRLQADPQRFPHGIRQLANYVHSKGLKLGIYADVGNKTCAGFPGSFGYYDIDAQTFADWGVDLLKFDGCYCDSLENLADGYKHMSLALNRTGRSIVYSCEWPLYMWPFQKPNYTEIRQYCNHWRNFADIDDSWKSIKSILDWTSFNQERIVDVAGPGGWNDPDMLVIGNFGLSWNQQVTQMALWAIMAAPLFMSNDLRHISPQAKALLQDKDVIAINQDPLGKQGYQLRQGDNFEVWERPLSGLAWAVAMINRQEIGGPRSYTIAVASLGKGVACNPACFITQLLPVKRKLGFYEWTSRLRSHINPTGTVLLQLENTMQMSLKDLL
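Fluorogenic readout (Ex 365/Em 440 nm) of 4-methylumbelliferone released from 1 mM 4-MU-alpha-galactoside by spleen homogenate, 40 min at 37C, pH 5.0. Data normalized to no-enzyme and enzyme controls; Hill-equation AC50 from compound titrations.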
TR SRC2 fluor cs: alters Texas Red total fluorescence, flagging assay interference; AID 1479; TRb/SRC2 Texas Red total fluorescence interference; Potency, µM (highest dose often 106 µM), for the others: at the highest dose fluorescence change, negative = quenching; 280,000 compounds, 0.29% hits; active means well fitted curve in either direction with a large enough effect; inconclusive means small, poorly fitted or top-dose-only effect
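Human TRb ligand-binding domain at 0.6 uM with 20 nM Texas Red SRC2 peptide in Tris buffer containing 1 uM T3 and 5% DMSO, incubated with compound 5 h at ambient temperature. Total fluorescence (555/632 nm) calculated as parallel + 2 × perpendicular.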
* = called active by the depositor; ? = inconclusive. Unless noted, the call rests on the fitted dose curve; in most records, active means well fitted inhibition curve with a large enough effect; inconclusive means small, poorly fitted or top-dose-only effect, or effect the other way; inactive means flat fitted curve, though single readings scatter. Unless noted, on the % scale 0 is the no-effect control and ±100 the full control effect; potency means the concentration at half of the fitted maximal effect. An excerpt, so the mix of outcomes need not match the whole.

1. CC[C@H](C)[C@H](NC(=O)[C@H](C)NC(=O)[C@H](Cc1cnc[nH]1)NC(=O)[C@@H]1CCCN1C(=O)CNC(=O)[C@H](CC(C)C)NC(=O)[C@H](CC(C)C)NC(=O)[C@H](Cc1ccc(O)cc1)NC(=O)CNC(=O)[C@H](C)NC(=O)[C@H](CO)NC(=O)[C@H](CC(N)=O)NC(=O)[C@H](CC(C)C)NC(=O)[C@@H](NC(=O)[C@H](Cc1c[nH]c2ccccc12)NC(=O)CN)[C@@H](C)O)C(=O)O
2. COc1ccc(C2/C=C\CN(C(=O)C3CC3)C(Cc3ccccc3)C(=O)N2Cc2ccc(F)cc2)cc1 (centres undefined)
3. COc1cc(C(C)C)c2c(c1)S(=O)(=O)N(COc1cc(=O)n3cccc(OCCN4CCCCC4)c3n1)C2=O
4. O=C1C2C(c3ccccc3)CC=CC2C(c2ccc(C(F)(F)F)cc2)N1Cc1ccccc1 (centres undefined)
5. O=c1c(O)c(-c2ccccc2O)oc2cc(O)cc(O)c12
6. CCOC(=O)C1=C[C@@H](C(=O)OCC)[C@@H]2C3=C(C(=O)C2(C)C)[C@H](c2ccccc2)[C@@H]2C(=O)N(c4ccccc4)C(=O)[C@@H]2[C@@H]3C1
7. N[C@H](CSSC[C@@H](N)C(=O)O)C(=O)O
8. CCC1(CC)C(=O)C2=C3C1[C@H](C(=O)OC)CC(C(=O)OC)C[C@H]3[C@H]1C(=O)N(c3ccccc3)C(=O)[C@H]1[C@H]2C (some centres undefined)

entry no.	1	2	3	4	5	6	7	8
TRb-SRC2 inh	4.2%	1.0%	4.0%	-2.3%	-1.6%	-0.6%	-0.6%	2.2%
GLA spleen mod	5.8%	3.4%	5.7%	-2.4%	6.5%	-6.0%	-18.2%	7.7%
TR SRC2 fluor cs	-2.0%	-1.9%	-16.9%	-2.2%	-2.6%	0.2%	-0.8%	-2.6%

9. COc1cc(OC)c2c(-c3ccccc3)cc(=O)oc2c1C(CC(=O)N1CCCC1)c1ccc(N(C)C)cc1 (centres undefined)
10. O=C(NCc1ccco1)C(=O)NCC1OCCN1C(=O)c1ccc(Cl)cc1 (centres undefined)
11. Cc1ccc(/C=C2/CNC/C(=C\c3ccc(C)cc3)C2=O)cc1
12. COC(=O)[C@@H]1OC(c2ccccc2)O[C@H]1C(=O)OC
13. O=C(O)COc1ccc2ccccc2c1
14. COc1cc(-c2oc3cc(O)cc(O)c3c(=O)c2OC[C@@H]2OC(O[C@@H]3O[C@@H](C)[C@H](O)[C@@H](O)[C@H]3O)[C@@H](O)[C@H](O)[C@@H]2O)ccc1O (some centres undefined)
15. Cc1cccc(CN2CC34C=CC(CC3S2(=O)=O)O4)c1 (centres undefined)
16. COc1ccc(S(=O)(=O)N(CC(=O)NCc2cccnc2)C2CCCCC2)cc1OC

entry no.	9	10	11	12	13	14	15	16
TRb-SRC2 inh	3.5%	-9.5%	-3.5%	-7.2%	-1.2%	6.0%	-6.4%	-3.4%
GLA spleen mod	-0.7%	13.2%	6.2%	-7.8%	3.1%	-4.1%	-3.9%	6.5%
TR SRC2 fluor cs	-3.4%	-4.0%	5.4%	-4.5%	-1.3%	-9.5%	-0.3%	-2.4%

17. COc1ccc(C2C=C3CN(C(=O)OC(C)(C)C)S(=O)(=O)C3CC2OC(=O)c2cccc(C)c2)cc1 (centres undefined)
18. COC(=O)N1CCN(/[N+]([O-])=N/Oc2ccc([N+](=O)[O-])cc2[N+](=O)[O-])CC1
19. OC1c2ccccc2N=C2CCCN21 (centres undefined)
20. CC(C)COC(=O)N1C(COCc2ccccc2)CCC=CS1(=O)=O (centres undefined)
21. O=Nc1c(O)[nH]c2c(Cl)c(Cl)ccc12
22. CC(=O)N[C@H]1CSSC[C@@H](C(=O)N2CCC[C@H]2C(=O)N2CCC[C@H]2C(=O)N[C@@H](CCCCN)C(=O)N[C@@H](CC(=O)O)C(N)=O)NC(=O)CNC(=O)[C@H](Cc2c[nH]c3ccccc23)NC(=O)[C@H](CCCNC(=N)N)NC(=O)[C@@H](Cc2ccc(Cl)c(Cl)c2)NC(=O)[C@H](Cc2cnc[nH]2)NC(=O)[C@H](CCC(=O)O)NC1=O
23. Cc1ccncc1C(=O)O
24. CCCN1CCC(=O)N(CCSc2ccc(Br)cc2)CC1

entry no.	17	18	19	20	21	22	23	24
TRb-SRC2 inh	1.3%	0.1%	-1.9%	-5.8%	6.3%	1.1%	-5.4%	-13.9%
GLA spleen mod	-0.1%	11.7%	-4.7%	3.4%	11.9%	-6.5%	-11.4%	-4.6%
TR SRC2 fluor cs	0.4%	-3.8%	0.8%	0.9%	-18.6%	-8.1%	0.3%	-1.9%

25. CNC(=O)[C@]1(C(F)(F)F)C[C@H](CCc2ccccc2)CCCO1
26. CC(=O)OCC1=C[C@H]2[C@@H]3C(C)(C)[C@]3(OC(C)=O)C[C@@H](C)[C@]2(O)[C@@H]2C=C(C)C(=O)[C@@]2(O)C1
27. COc1ccc(C2/C=C\CN(Cc3ccco3)C(C)C(=O)N2Cc2ccc(F)cc2)cc1 (centres undefined)
28. O=C(Cn1nc2ccccc2n1)N/N=C/c1ccc(F)cc1
29. COc1ccc(NC(=O)c2cc(OCCCN(C)C)nn2Cc2ccccc2)cc1
30. COc1cc(C(=O)O[C@H]2C/C(C)=C/CC/C(C)=C/[C@@H](O)C2C(C)C)ccc1O (some centres undefined)
31. COc1ccc2c(c1)c(C1=C(c3c[nH]c4ccccc34)C(=O)NC1=O)cn2CCCN(C)C
32. C[C@@]12C=Cc3occc3[C@H]1CC[C@]13CC(=O)[C@@H](CC[C@H]12)C3

entry no.	25	26	27	28	29	30	31	32
TRb-SRC2 inh	-9.3%	2.3%	-7.5%	5.7%	1.2%	-2.2%	-1.0%	-3.3%
GLA spleen mod	-17.7%	-10.1%	4.4%	6.0%	1.8%	-2.4%	-16.5%	3.8%
TR SRC2 fluor cs	-0.5%	-2.4%	-0.7%	-0.1%	-0.8%	1.7%	-10.6%	-4.0%

33. C[C@@H](O)[C@@H]1NC(=O)[C@H](CCCCN)NC(=O)[C@H](Cc2c[nH]c3ccccc23)NC(=O)[C@H](Cc2ccccc2)NC(=O)[C@H](Cc2ccccc2)NC(=O)[C@H](CC(N)=O)NC(=O)[C@H](CCCCN)NC(=O)[C@@H](NC(=O)[C@@H]2CCCN2)CSSC[C@@H](C(=O)N[C@@H](CCCCN)C(=O)O)NC(=O)[C@H](CO)NC(=O)[C@H](CO)NC(=O)[C@H](Cc2ccccc2)NC1=O
34. N[C@@H](CSSC[C@H](N)C(=O)O)C(=O)O
35. C=C1CCC(O)C/C1=C/C=C1\CCC[C@]2(C)[C@@H]([C@H](C)CCCC(C)C)CC[C@@H]12 (some centres undefined)
36. COC(=O)C(CC(C)C)NS(=O)(=O)c1ccccc1Br (centres undefined)
37. COC(=O)C1=C[C@@H](C(=O)OC)[C@@H]2C3=C(C(=O)[C@@]2(CC(C)C)NC(=O)c2ccccc2)[C@H](C)n2c(=O)n(-c4ccccc4)c(=O)n2[C@@H]3C1
38. O=C(Nc1cc(C(F)(F)F)ccc1O)Nc1cc(C(F)(F)F)ccc1O
39. CC(C)(Cc1c[nH]c2ccccc12)NCC(O)COc1ccccc1C#N (centres undefined)
40. C#CCn1c(=O)c2c(nc(/C=C/c3cccc(OC)c3)n2C)n(CCCOP(=O)(O)O)c1=O

entry no.	33	34	35	36	37	38	39	40
TRb-SRC2 inh	11.2%	-0.1%	-1.8%	2.0%	4.6%	6.4%	3.0%	-1.1%
GLA spleen mod	0.4%	-6.4%	2.7%	7.1%	-7.1%	4.6%	2.8%	?
TR SRC2 fluor cs	2.9%	-3.9%	1.9%	-0.8%	-2.5%	3.0%	2.8%	-4.9%

Single records, as listed above:
Results for C[C@@H](O)[C@@H]1NC(=O)[C@H](CCCCN)NC(=O)[C@H](Cc2c[nH]c3ccccc23)NC(=O)[C@H](Cc2ccccc2)NC(=O)[C@H](Cc2ccccc2)NC(=O)[C@H](CC(N)=O)NC(=O)[C@H](CCCCN)NC(=O)[C@@H](NC(=O)[C@@H]2CCCN2)CSSC[C@@H](C(=O)N[C@@H](CCCCN)C(=O)O)NC(=O)[C@H](CO)NC(=O)[C@H](CO)NC(=O)[C@H](Cc2ccccc2)NC1=O = TRb-SRC2 inh = 11.2%; GLA spleen mod = 0.4%; TR SRC2 fluor cs = 2.9%
Results for C#CCn1c(=O)c2c(nc(/C=C/c3cccc(OC)c3)n2C)n(CCCOP(=O)(O)O)c1=O = TRb-SRC2 inh = -1.1%; GLA spleen mod = ?; TR SRC2 fluor cs = -4.9%

(cont.)
41. CN(C)/[N+]([O-])=N/Oc1cc(O/[N+]([O-])=N/N2CCCC2CO)c([N+](=O)[O-])cc1[N+](=O)[O-] (centres undefined)
42. CN(C)c1ccc(-c2cc(C3C4C=CCCC4(C)C(=O)N3Cc3ccccc3)ccc2F)cc1 (centres undefined)
43. CCC1(CC)C(=O)C2=C3C1[C@H](C(=O)OC)C=C(C(=O)OC)C[C@H]3[C@H]1C(=O)N(CC(=O)OC)C(=O)[C@H]1[C@H]2C (some centres undefined)
44. O=C(O)[C@@]1(CCCCCCOc2ccc(Cl)cc2)CO1
45. CC(=O)n1nnc2ccccc21
46. CC(C)C[C@H](NC(=O)CNC(=O)[C@H](CCC(N)=O)NC(=O)[C@H](CC(C)C)NC(=O)[C@H](CC(C)C)NC(=O)[C@H](CCCNC(=N)N)NC(=O)[C@H](CCC(N)=O)NC(=O)[C@H](CC(C)C)NC(=O)[C@H](CCCNC(=N)N)NC(=O)[C@H](C)NC(=O)CNC(=O)[C@H](CCC(=O)O)NC(=O)[C@H](CCCNC(=N)N)NC(=O)[C@H](CC(C)C)NC(=O)[C@H](CCCNC(=N)N)NC(=O)[C@H](CO)NC(=O)[C@H](CC(C)C)NC(=O)[C@H](CCC(=O)O)NC(=O)[C@H](CO)NC(=O)[C@@H](NC(=O)[C@H](Cc1ccccc1)NC(=O)[C@@H](NC(=O)CNC(=O)[C@H](CC(=O)O)NC(=O)[C@H](CO)NC(=O)[C@@H](N)Cc1cnc[nH]1)[C@@H](C)O)[C@@H](C)O)C(=O)N[C@H](C(N)=O)C(C)C
47. CCCCC(=O)N1C/C=C\C(c2ccc(OC)cc2)N(Cc2ccc(F)cc2)C(=O)C1C (centres undefined)
48. COc1cccc(OC)c1C1=Nn2c(nnc2-c2ccccc2O)SC1

entry no.	41	42	43	44	45	46	47	48
TRb-SRC2 inh	-5.0%	3.9%	-10.1%	-7.2%	-2.0%	0.0%	0.7%	-0.8%
GLA spleen mod	1.3%	-1.6%	2.8%	11.4%	4.3%	-15.7%	1.8%	-1.0%
TR SRC2 fluor cs	-6.1%	-1.3%	-1.3%	-2.6%	-0.9%	-4.9%	-1.0%	0.2%

49. CC[C@H](C)[C@H](NC(=O)CNC(=O)[C@H](CCCNC(=N)N)NC(=O)[C@H](CO)NC(=O)[C@H](C)NC(=O)[C@H](Cc1ccc(O)cc1)NC(=O)[C@H](Cc1c[nH]c2ccccc12)NC(=O)[C@H](C)NC(=O)[C@@H]1CCCN1C(=O)[C@H](CC(N)=O)NC(=O)[C@@H](NC(=O)[C@H](CC(=O)O)NC(=O)[C@@H]1CCCN1C(=O)[C@@H](NC(=O)[C@H](CCCNC(=N)N)NC(=O)[C@@H](NC(=O)[C@H](CCC(=O)O)NC(=O)[C@H](CCSC)NC(=O)[C@H](CO)NC(=O)[C@H](Cc1cnc[nH]1)NC(=O)[C@H](CCCNC(=N)N)NC(=O)[C@H](Cc1cnc[nH]1)NC(=O)[C@@H](NC(=O)[C@H](CCCNC(=N)N)NC(=O)[C@@H](N)CO)[C@@H](C)O)[C@@H](C)CC)[C@@H](C)O)[C@@H](C)CC)C(=O)N[C@@H](CCCNC(=N)N)C(=O)N1CCC[C@H]1C(=O)N[C@H](C(=O)NCC(=O)N[C@@H](CCCNC(=N)N)C(=O)N[C@@H](Cc1ccccc1)C(N)=O)C(C)C
50. O=C(NCCNCCO)C1(C(F)(F)F)C/C(=C\Cc2ccccc2)CCCO1 (centres undefined)
51. C=CCc1cccc(/C=N/NC(=O)CN2CCN(Cc3ccccc3)CC2)c1O
52. C/C=C1\COC(C(=O)NCCN2CCOCC2)(C(F)(F)F)C=C1C=C(C)C (centres undefined)

entry no.	49	50	51	52
TRb-SRC2 inh	-0.9%	-1.6%	11.0%	0.9%
GLA spleen mod	-12.6%	-7.1%	10.4%	1.7%
TR SRC2 fluor cs	-4.4%	-1.9%	-19.3%	-2.4%
